# Screening results (PubChem BioAssay)
# hcDAF-12 act: activators of H. contortus DAF-12 nuclear receptor | HEK293 hcDAF-12 lit1-tk-luc reporter, luminescence; 0% DMSO, 100% Δ7-dafachronic acid | activation, % at 6.8 µM | actives 1.4% (n = 370,000) | AID 652067;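 active = activation above the mean of all tested compounds plus 3 SD, cut at about 5.5% in these data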;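 note: 100% = response to 3 µM Δ7-dafachronic acid high control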
# SMARCA2 activ: increases SMARCA2 function in MMTV reporter cells | MG213 cells, MMTV-luciferase reporter, dexamethasone, overnight | activation, % at 9.1 µM | actives 1% (n = 370,000); in the data active = activation above about 7.8%;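 note: 0% = vehicle wells and 100% = reference activator wells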
# NR1D1 modulator: Rev-erb alpha (human) modulation; P20393; actives 0.79% (n = 370,000); Rev-erbα–FITC-DNA binding, fluorescence polarization, 90 min; activity, % at 10 µM;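 active = activity above about 14%, limit read from the data; passing the limit was not always enough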;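 note: 0% = DMSO wells with 35 nM protein and 100% = DMSO wells with 750 nM protein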
# DAX1 inh-1: inhibitors of human orphan nuclear receptor DAX1 (NR0B1); actives 0.99% (n = 340,000); AID 504766; inhibition, % at 6.75 µM; HEK293 Gal4-DAX1 luciferase reporter, luminescence; P51843;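 active = inhibition above the mean over all tested compounds plus 3 SD, cut at about 4.2% in these data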;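 note: 0% = DAX1-transfected cells with DMSO and 100% = empty-vector control cells with DMSO; inhibition shows as a rise in luminescence from relieved DAX1 repression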
# Target sequence (P51843 207-470 limits assumed): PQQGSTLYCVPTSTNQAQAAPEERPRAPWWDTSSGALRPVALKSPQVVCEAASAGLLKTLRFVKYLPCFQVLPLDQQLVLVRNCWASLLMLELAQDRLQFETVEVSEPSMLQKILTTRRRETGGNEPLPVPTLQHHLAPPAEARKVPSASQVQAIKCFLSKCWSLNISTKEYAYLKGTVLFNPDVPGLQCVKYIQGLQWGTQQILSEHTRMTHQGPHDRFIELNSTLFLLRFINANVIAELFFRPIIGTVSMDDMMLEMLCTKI
# ssDAF-12 act: S. stercoralis DAF-12 activation, primary screen; HEK293 ssDAF-12/GRIP1 lit1-tk-luc reporter, luminescence; % of 3 µM dafachronic acid response; activation, % at 6.8 µM; actives 1% (n = 370,000);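 active = activation above the mean over all tested compounds plus 3 SD, cut at about 0.9% in these data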;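 note: 0% = DMSO-only wells and 100% = 3 µM delta7-dafachronic acid wells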
# hgDAF12 agonist: hgDAF-12 agonism, primary luciferase screen. activation, % at 6.8 µM. HEK293 GAL4-hgDAF12 UAS-luciferase reporter, agonist luminescence; normalized to butyrate control. actives 1.8% (n = 370,000). AID 687014;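 active = activation above a cutoff set at the mean of all screened compounds plus 3 SD, cut at about 10% in these data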;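 note: 0% = DMSO wells and 100% = sodium butyrate wells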
# sPLA2-III inh: Blocks human group III sPLA2 activity. QFRET BODIPY PC-A2 liposome hydrolysis, fluorescence. inhibition, % at 12.2 µM. actives 0.56% (n = 370,000). AID 743126;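 active = inhibition above mean plus 3 SD of compounds lying within the high and low control bounds, cut at about 19% in these data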;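 note: 0% = median of test compound wells and 100% = no enzyme DMSO wells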
# Target sequence (Q9NZ20 whole entry, looked up): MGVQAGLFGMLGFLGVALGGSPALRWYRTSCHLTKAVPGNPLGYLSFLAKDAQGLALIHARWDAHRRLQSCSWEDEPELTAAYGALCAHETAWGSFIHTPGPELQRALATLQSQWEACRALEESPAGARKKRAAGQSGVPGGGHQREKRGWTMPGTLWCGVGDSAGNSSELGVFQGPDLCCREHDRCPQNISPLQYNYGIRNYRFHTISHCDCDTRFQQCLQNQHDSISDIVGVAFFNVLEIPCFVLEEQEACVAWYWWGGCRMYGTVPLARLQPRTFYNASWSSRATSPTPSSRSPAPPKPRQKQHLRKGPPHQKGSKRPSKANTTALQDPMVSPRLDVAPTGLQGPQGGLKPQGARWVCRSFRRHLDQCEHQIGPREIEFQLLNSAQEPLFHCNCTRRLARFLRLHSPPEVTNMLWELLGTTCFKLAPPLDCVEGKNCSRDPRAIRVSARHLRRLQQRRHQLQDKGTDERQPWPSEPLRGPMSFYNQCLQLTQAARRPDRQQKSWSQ
# PLCb3 inh: PLC-beta3 (human) inhibition, primary screen | Q01970 | Purified PLC-beta3, fluorogenic substrate, fluorescence | inhibition, % at 12.2 µM | actives 0.18% (n = 370,000); in the data active = inhibition above about 11%;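 note: 0% = median of compound wells on plate and 100% = full blocker control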
# PG9 binder: PG9 antibody binding by small molecule. TR-FRET gp120-PG9 antibody binding. inhibition, % at 6.7 µM. actives 0.43% (n = 360,000). AID 624416; in the data active = inhibition above about 8.5%
# GAA850 FXN act: increases GAA850 frataxin promoter reporter activity; HEK293 lucGAA850 FXN promoter luciferase reporter, 24 h; percent of 10 µM SAHA response; activation, % at 6 µM; actives 0.56% (n = 360,000); AID 540364;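 active = activation above the average of all compounds screened plus 3 SD, cutoff fixed separately per campaign, cut at about 7.5% in these data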;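 note: 0% = DMSO wells and 100% = 10 µM SAHA wells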
# DAX1 inh-2: DAX1 (NR0B1) inhibition, primary screen. actives 1.1% (n = 370,000). AID 652010. inhibition, % at 6.8 µM. HEK293T StAR-luciferase reporter, SF-1/DAX-1 repression relief;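 active = inhibition above the mean over all tested compounds plus 3 SD, cut at about 3.6% in these data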;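 note: 0% = DAX-1 cells with DMSO and 100% = cells lacking DAX-1 with DMSO; higher inhibition means more luminescence from relief of DAX-1 repression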
# * hit, by the source's call; i = inactive; . = no result given.
SMILES,hcDAF-12 act,SMARCA2 activ,NR1D1 modulator,DAX1 inh-1,ssDAF-12 act,hgDAF12 agonist,sPLA2-III inh,PLCb3 inh,PG9 binder,GAA850 FXN act,DAX1 inh-2
CN(C)S(=O)(=O)c1cccc(NC(=O)CCc2nc3sc4c(c3c(=O)[nH]2)CCCC4)c1,-3.5,2,1,-1.3,-2.4,-2.0,-9,-2,-2.5,-0.7,-5.5
Cc1ccc(C)c(C(=O)CCC(=O)NNC(=O)Cn2nc(C)cc2C)c1,1.1,-3,2,0.7,-1.4,-3.5,4,-6,2.2,0.1,-1.4
Cc1c(CN2CCN(c3ncc(Cc4ccccc4)cn3)CC2)c(=O)n(-c2ccccc2)n1C,-2.7,-2,-6,.,-0.9,-1.5,-7,5,0.4,.,-1.7
O=C(c1ccco1)N1CCC(n2nnc3ccccc32)CC1,-2.3,-2,5,-0.2,-1.4,-2.3,-3,0,-0.4,1.5,0.4
C#CC(CC)(CC)NC(=S)Nc1cccc(C(C)=O)c1,-3.0,2,12,-0.1,-0.7,1.0,-1,-2,-0.7,2.9,-0.1
C=CCON1C(=O)C(=O)N(OCC=C)[C@H]2CCCC[C@H]21,-1.5,-4,-3,.,-0.9,-1.1,19,4,1.3,-2.5,-0.2
CCOc1ccccc1N(C(=O)CNC(=O)c1ccco1)C(C(=O)NC(C)(C)C)c1ccncc1 (centres undefined),-0.9,-1,-9,0.1,-0.9,-0.7,5,1,0.4,-3.0,1.4
OCCN1CCN(C(=S)c2ccc(-c3ccccc3)cc2)CC1,-8.5,-8,5,-5.9,-3.7,-16,1,-5,-0.5,-9.0,-2.3
Cc1ccc(OC(=O)c2c(C)nn(-c3ccccc3)c2C)cc1,5.7*,3,2,2.7,-0.1,3.5,-1,-2,-3.4,2.5,0.5
CC(C)CNC(=O)C(=O)Nc1ccc2c(c1)N(S(=O)(=O)c1cccs1)CCC2,-2.3,0,4,-0.3,-0.9,2.8,7,-7,1.1,1.1,0.0
COc1ccc2occ(C(=O)c3cccs3)c2c1,4.4,2,6,2.3,-0.8,15*,-2,-4,2.2,5.2,0.5
O=C(OCc1ccccc1)N1CCC2CC1c1cc(Cl)ccc12 (centres undefined),-0.3,2,7,2.2,-1.1,-0.1,3,-1,-0.1,3.8,1.4
Cc1cc2[nH]c3c(c[n+](C)c4ccccc34)c2cc1C,14*,112*,5,-0.1,1.0*,6.3,-3,i,-1.2,10*,-0.7
CCC(C)NCC(=O)Nc1sc2c(c1C(N)=O)CCC2 (centres undefined),-3.4,-2,-6,-0.8,-0.7,2.5,5,-9,-3.0,0.6,0.3
C=CCNC(=O)c1onc(CSc2cccc(OC)c2)c1C(=O)O,-1.6,0,8,-0.7,-0.8,0.3,5,-3,-0.3,-1.2,-0.3
O=C(Nc1cccc(NC(=O)c2ccco2)c1)c1cnccn1,-0.9,-3,-6,-0.6,-1.3,0.7,7,0,3.0,-2.4,-0.8
CCOC(=O)c1c(C)[nH]c(C)c1C(=O)COC(=O)c1cc(OC)c(OC)cc1OC,-0.5,-3,-4,0.2,-0.7,-3.0,0,1,-0.9,0.8,-0.7
CC(O)(c1ccc(F)c(F)c1)c1nc(-c2cccc3cccnc23)cs1 (centres undefined),-1.6,-2,-6,.,-1.0,-0.1,-21,-21,-0.2,2.7,-0.9
CCOC(=O)CC(=O)CSc1nc2c(c(-c3cccs3)c1C#N)CCC2,-1.5,-1,12,-1.7,-1.0,-1.2,-14,-32,4.9,0.2,0.1
O=C1CCC[C@H]2C[C@H](NCc3ccc(Cl)c(C(F)(F)F)c3)CC[C@]23CCCN13,-0.6,.,-9,.,-1.4,0.1,0,0,.,.,.
COC(=O)c1ccc(N)c(N=CC2=C(O)CC(C)(C)CC2=O)c1,3.1,-2,2,2.3,-0.7,-2.5,-4,-376,1.9,3.1,0.3
COC(=O)CN1C(=S)N(c2ccc(OC)cc2)C(=O)C1CC(=O)Nc1ccc(F)cc1 (centres undefined),-1.4,0,-1,1.9,-1.3,2.3,-29,-3,-0.3,-1.0,0.9
Fc1ccc(CSc2ccc3nnc(-c4ccccn4)n3n2)cc1,-2.1,3,-3,0.4,-1.9,-0.1,-6,-9,1.2,3.3,-0.3
COc1ccc2sc(-c3ccccc3OC)c(-c3ccc(SC)cc3)c2c1,-0.1,-4,2,.,-1.2,1.0,-5,2,-1.9,.,3.8*
Cc1ccccc1N1C(S)=C(C#N)C(=O)NC1c1ccco1 (centres undefined),-0.3,0,-2,-0.9,-1.4,-2.0,7,-8,-1.9,2.0,-1.0
C#CCOCCOCCOCCNc1nc(N2CCOCC2)nc(N2CCN(C(=O)CCCCCCCCCCNC(=O)[C@@H](CCC(=O)O)n3cc(CCCCCN)nn3)CC2)n1,-1.3,0,4,-0.3,-1.3,1.3,1,-2,-0.2,2.3,0.0
CC(C)NC(=O)N1CCN(c2ccncc2S(=O)(=O)N2CCCCC2)CC1,-0.6,-2,-2,0.1,-0.8,2.5,7,-5,0.2,2.8,0.8
Clc1cccc(NCc2nnc(SCc3ccc(Cl)cc3Cl)o2)c1,0.1,-3,-2,0.8,0.1,-1.2,-16,-2,1.5,-1.6,0.0
CCCCC1C(C#N)=C(C)NC2=C1C(=O)CC(C)(C)C2 (centres undefined),-2.4,-3,0,-1.1,-1.5,-2.1,-3,i,-0.6,1.3,-0.7
CCN1C(=O)[C@H]2[C@@H](c3ccc(-c4ccc5c(c4)OCO5)c(OC)c3)N[C@@](Cc3ccccc3)(C(=O)OC)[C@H]2C1=O,-2.5,1,10,-0.5,-1.2,-0.2,-6,-13,0.5,-6.9,-0.1
COc1ccc(CCNC(=O)C2CC(=O)N(c3ccc(C(C)(C)C)cc3)C2)cc1OC (centres undefined),-2.0,-2,4,0.5,-1.1,-0.2,-10,0,-1.3,1.4,-0.7
O=C(NNC(=O)c1ccc(O)cc1O)c1ccc(-c2ccccc2)cc1,-1.2,-2,1,-0.1,-1.4,-2.3,-4,-10,-0.5,0.3,-0.2
Cc1c(NC(=O)CSc2nc3ccccc3c(=O)n2C(C)C)c(=O)n(-c2ccccc2)n1C,-2.8,3,1,-0.6,-1.0,-2.4,4,-4,-0.3,-0.1,-2.6
CC1CCCCN1S(=O)(=O)c1ccc(C(=O)Nc2nnc(-c3ccccc3Cl)o2)cc1 (centres undefined),-0.2,-3,-6,1.0,-1.2,-1.4,-4,-1,0.8,-0.8,-0.1
Cc1ccc(NC(=O)c2ccc(=O)n(CC(=O)Nc3ccccc3)n2)cc1,2.7,5,-2,-0.5,-1.1,-1.8,5,-3,-0.3,1.3,-0.1
CCCn1c(C2CC(=O)N(c3cc(OC)ccc3OC)C2)nc2ccccc21 (centres undefined),-0.3,-1,0,-0.9,-0.9,-0.3,-1,-3,1.0,-0.3,-1.2
CC(C)c1ccc(-c2c(C#N)c(N)nc(SCC(=O)N3CCCCC3)c2C#N)cc1,-1.5,0,83*,-1.0,-0.4,-0.5,7,-3,42*,1.0,-0.7
CN(C)c1ccc(NC(=O)Nc2ccc3c(c2)c(=O)n(C)n3Cc2ccccc2)cc1,-2.1,-3,6,.,-1.2,-4.3,9,-146,-6.1,1.4,-0.9
COC(=O)c1cc(S(=O)(=O)N2CCCCC2)ccc1N1CCOCC1,-0.6,-3,-6,-0.5,-0.9,1.0,11,-3,1.3,0.5,-1.6
CCOC(=O)N1CCN(C(=O)Nc2cccc3ccccc23)CC1,0.3,-2,8,0.1,-0.8,-0.8,9,-117,-4.0,1.0,-0.6
C[C@H]1CN([C@@H](C)CO)S(=O)(=O)c2ccc(Br)cc2O[C@H]1CN(C)Cc1ccc(F)cc1,-1.6,-2,13,-1.1,-1.8,0.9,-5,1,-1.4,4.9,-1.0
N#CC(c1ccccc1)c1ccc2c(C(F)(F)F)cc(C(F)(F)F)nc2n1 (centres undefined),-0.4,-1,-1,0.4,-1.1,1.4,3,-7,-0.7,-3.6,-0.2
COc1ccc(CCNC(=O)c2ccc(N(C)S(=O)(=O)c3ccccc3)cc2)cc1,-1.6,-1,4,-0.5,-1.4,1.1,-9,-7,-0.8,0.0,-1.1
CCOC(=O)C(NC(=O)c1ccccc1OCC)(Nc1ncccn1)C(F)(F)F (centres undefined),-2.5,0,1,-0.5,-1.7,-3.7,-2,4,-1.6,4.2,-1.4
CCN(CC(=O)Nc1c(F)cccc1F)C(=O)c1ccccn1,-0.5,0,-1,-0.2,-1.2,-2.5,4,-3,0.3,1.2,1.1
CCOP(=O)(OCC)c1nc(Cc2ccccc2)oc1NCc1ccccc1,0.2,-2,0,-1.1,-0.6,-0.9,3,-7,-0.1,1.0,-0.1
Cc1ccccc1OCC(=O)OCC(=O)NCC1CCCCC1,-0.6,0,0,0.4,-1.4,-0.3,-1,0,-0.8,0.0,0.3
NS(=O)(=O)c1ccc(CCNC(=O)C2CCCO2)cc1 (centres undefined),-1.2,-1,7,1.5,-0.2,-1.7,-6,-6,-0.8,1.7,0.2
O=C(Cn1c(N2CCN(c3ccccc3)CC2)nc2ccccc21)c1ccccc1,0.2,-1,7,1.2,-1.0,-0.8,13,-4,-0.7,2.9,0.1
CCOC(=O)Cn1c(-c2nonc2NC(=O)c2ccccc2F)nc2ccccc21,-1.4,-3,27*,-1.4,-1.9,-7.5,4,-27,-0.2,-6.1,0.2
CCOc1cc(C)c(-c2onc(C(F)(F)F)c2-c2csc(C)n2)c(O)c1,-0.2,-3,1,0.1,-1.5,-0.2,-24,7,1.4,0.9,-0.9
Cc1cccc2cc3c(NC(=O)CC(C)C)nn(C)c3nc12,0.3,1,11,-0.2,-0.3,-0.5,-1,-46,-1.1,-0.3,0.0
O=C(CN(C(=O)c1csnn1)c1cccc2ccccc12)NC1CCCC1,-0.4,7,5,-1.0,-1.6,-0.7,-4,1,-3.3,2.3,0.0
O/C(=C\Sc1nnc(Cc2ccccc2)o1)c1ccc(F)cc1,-0.8,-1,1,0.8,-0.9,1.2,0,1,0.4,-0.6,0.0
CSc1ncc(C(=O)Nc2ccccc2)cn1,4.0,-1,7,-0.5,-1.3,-0.5,2,-3,-1.0,0.8,-0.4
COc1ccccc1NC(=O)CSc1nnc(CC(=O)Nc2ccccc2)n1C,0.3,3,0,1.1,-0.7,-1.0,-3,1,-1.4,-0.8,-0.3
Cc1ccc(-c2csc(NC(=O)/C=C/c3cccs3)n2)cc1C,-0.6,-5,0,-2.1,-0.9,-2.0,-5,-58,-2.2,0.5,-1.0
O=C(C1COc2ccccc2O1)N1CCCC1 (centres undefined),0.3,-6,2,0.8,-0.8,1.6,2,1,0.7,-4.7,0.3
Cc1ccc(C(=O)NCCC(=O)NCc2ccco2)cc1,-0.5,-1,4,-0.1,-0.6,-0.6,0,-6,-1.8,1.2,0.4
O=C1c2ccccc2C(c2nc3ccccc3[nH]2)N1c1ccccn1 (centres undefined),0.7,-3,3,.,-1.1,0.7,2,-35,-0.3,.,-1.4

# Hits appear at their usual frequency, and some 7% of all compounds hit somewhere here.
